LmPK inhibitor: qHTS Assay for Inhibitors of Leishmania Mexicana Pyruvate Kinase (LmPK); hit rate 0.37% among 290,000; AID 1721, 2009; Potency, µM (highest dose often 57.5 µM), without a hit: top-dose activity change, negative = inhibition, hits mostly inhibitors; purified LmPK, Kinase-Glo ATP luminescence, 1 h; Q27686; note: potency is the fitted concentration of half-maximal effect
Target sequence (Q27686 whole entry, looked up): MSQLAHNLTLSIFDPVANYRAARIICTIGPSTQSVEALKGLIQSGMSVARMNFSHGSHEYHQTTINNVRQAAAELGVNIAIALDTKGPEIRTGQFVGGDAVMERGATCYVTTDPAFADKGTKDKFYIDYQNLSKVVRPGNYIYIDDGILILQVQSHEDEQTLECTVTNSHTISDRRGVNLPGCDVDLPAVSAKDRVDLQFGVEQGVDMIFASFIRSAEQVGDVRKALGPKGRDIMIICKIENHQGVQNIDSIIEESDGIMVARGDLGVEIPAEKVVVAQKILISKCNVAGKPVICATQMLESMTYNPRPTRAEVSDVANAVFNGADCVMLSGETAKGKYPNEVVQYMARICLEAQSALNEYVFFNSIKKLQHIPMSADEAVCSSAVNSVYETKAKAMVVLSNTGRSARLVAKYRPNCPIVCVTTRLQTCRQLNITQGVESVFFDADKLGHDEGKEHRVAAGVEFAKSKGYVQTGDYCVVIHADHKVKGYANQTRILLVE
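Purified LmPK (0.1 nM) with 0.5 mM PEP and 0.1 mM ADP in imidazole buffer pH 7.2 with MgCl2/KCl, 1 h at room temperature. ATP formed was read by luciferase luminescence and normalized to no-enzyme and uninhibited controls.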
TbPYK inhibitor: qHTS of Trypanosoma Brucei Inhibitors; pyruvate kinase (Trypanosoma brucei), Q57TT1; TbPYK enzyme, Kinase-Glo Plus ATP luminescence, 45 min; Potency, µM (series often up to 76.8 µM), for inactives: at the top dose activity, negative = inhibition, actives largely listed as inhibitors; hit rate 0.12% among 410,000; AID 624173, 2012; note: potency is the fitted concentration of half-maximal effect; nearly all actives have a fitted effect of over 50% in size
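Luminescent Kinase-Glo Plus end-point after 45 min room-temperature reaction of T. brucei pyruvate kinase started with 130 uM ADP (final). Buffer TEA 50 mM pH 7.2 with KCl, MgCl2, BSA, Tween-20; titration-based qHTS with fitted concentration-effect curves.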
AmpC inh detg: qHTS Inhibitors of AmpC Beta-Lactamase (assay with detergent). AID 485294, 2010. hit rate 0.041% among 370,000. AmpC hydrolysis of nitrocefin, absorbance 480 nm, 0.01% Triton. Potency, µM (titrated, usually from 114 µM), inactives show at the top dose activity change, negative = inhibition, usual class: inhibitors. P00811;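 note: potency is the fitted concentration of half-maximal effect; 0% = no-compound wells and -100% = no-enzyme wells; nearly all actives have a fitted effect of over 25% in size; some results filed as inactive show a strong effect at the top dose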
Target sequence (P00811 whole entry, looked up): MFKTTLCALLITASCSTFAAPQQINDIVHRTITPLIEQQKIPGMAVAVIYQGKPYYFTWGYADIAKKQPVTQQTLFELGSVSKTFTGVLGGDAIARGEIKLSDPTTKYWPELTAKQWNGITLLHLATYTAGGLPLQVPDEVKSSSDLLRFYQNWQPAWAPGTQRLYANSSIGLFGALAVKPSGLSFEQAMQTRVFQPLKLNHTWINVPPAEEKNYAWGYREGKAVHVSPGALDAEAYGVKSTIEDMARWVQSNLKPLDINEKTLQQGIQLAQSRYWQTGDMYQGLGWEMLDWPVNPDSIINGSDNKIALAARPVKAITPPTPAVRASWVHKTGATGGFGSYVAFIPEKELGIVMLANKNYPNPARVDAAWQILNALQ
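20 mM phosphate pH 7.0 + 0.01% (detergent screen) or 0.0001% Triton X-100; 5.3 nM AmpC reagent; cpd preinc 15 min RT; nitrocefin (800 uM stock) to start; A480 q20 s × 4 min; Activity was normalised to no-enzyme and no-compound control wells.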
Sm TGR block: qHTS Assay for the Inhibitors of Schistosoma Mansoni Peroxiredoxins. Schistosoma mansoni thioredoxin glutathione reductase (TGR), Q962Y6. purified TGR, DTNB reduction, TNB absorbance 405 nm. Potency, µM (top dose mostly 114 µM), for inactives: top-dose activity change, negative = inhibition, actives largely listed as inhibitors. hit rate 3% among 360,000. AID 485364, 2010; note: potency is the fitted concentration of half-maximal effect; nearly all actives have a fitted effect of over 60% in size
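TGR 20 nM + NADPH 100 uM (dispensed conc.), cpd preinc 15 min RT; start with NADPH (500 uM addition) then DTNB (15 mM addition). Kinetic TNB absorbance, 405 nm filter. Four-parameter Hill fit across titration.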
HCMV antiviral: qHTS Assay for inhibitors of the human cytomegalovirus (HCMV); HFF cells, HCMV-luciferase reporter, 72 h; stronger effect = lower value; activity change, negative = inhibition, % at 57.5 µM; hit rate 4.5% among 410,000; in the data active = activity change below about -60%; inconclusive = no clear call, values can overlap the other calls; inactive = above about -39%
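After 16 h attachment at 37C, HFF cells received test compound and HCMV-luciferase (1 PFU/cell); reporter luminescence read 72 h later, data normalized against buffer-only and known inhibitor Salinomycin.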
AmpC inh no detg: qHTS Inhibitors of AmpC Beta-Lactamase (assay without detergent); AmpC nitrocefin hydrolysis, absorbance 480 nm, 0.0001% Triton; Potency, µM (top dose mostly 57.1 µM), inactives show at the top dose activity change, negative = inhibition, hits mostly inhibitors; hit rate 0.52% among 330,000;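 note: potency is the fitted concentration of half-maximal effect; plate controls were no compound for no effect and no enzyme for full effect; nearly all actives have a fitted effect of over 20% in size; some results filed as inactive show a strong effect at the top dose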
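20 mM phosphate pH 7.0 + 0.01% (detergent screen) or 0.0001% Triton X-100; 5.3 nM AmpC reagent; cpd preinc 15 min RT; nitrocefin (800 uM stock) to start; A480 q20 s × 4 min; Activity was normalised to no-enzyme and no-compound control wells.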
AMA1 RON2 block: qHTS for Inhibitors of AMA1-RON; Towards Development of Antimalarial Drug Lead: Primary Screen; Plasmodium falciparum AMA1 (3D7) - RON2 peptide interaction; AlphaScreen AMA1-biotinylated RON2 peptide binding; Potency, µM (series often up to 58.2 µM), for the others: at the top dose activity change, negative = inhibition, hits mostly inhibitors; hit rate 0.2% among 360,000;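 note: potency is the fitted concentration of half-maximal effect; 0% = vehicle wells and -100% = peptide control; nearly all actives have a fitted effect of over 45% in size; some results filed as inactive show a strong effect at the top dose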
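AMA1 (3D7) with his tag at 25 nM final met compounds first, then biotinylated RON2 peptide at 25 nM; detection used donor plus acceptor beads, 10 µg/mL apiece, read by AlphaScreen after 30 min at room temperature.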
Starred values were filed as active, the others as inactive; ? = inconclusive; / = not tested or not shown; & = joins results of further samples; [ ] = another dose, or the depositor's remark. Unless noted, calls come from the whole dose curve; as a rule, active = well fitted curve in the direction sought with a large enough effect; inconclusive = small, poorly fitted or top-dose-only effect, or another doubt; inactive = no such curve, though single readings can be large; an effect the other way counts as inactive or inconclusive. Unless noted, % is set by controls: 0 for no effect and ±100 for the full control effect.

SMILES	LmPK inhibitor	TbPYK inhibitor	AmpC inh detg	Sm TGR block	HCMV antiviral	AmpC inh no detg	AMA1 RON2 block
COc1ccc(N2C(=O)CC(Sc3nccc(C)n3)C2=O)cc1 (stereo not drawn)	7%	0%	-5%	-25%[11.4 µM]	-10	-4%	0%
COc1cc(CN(C(C)=O)c2ccccc2C(=O)O)ccc1[N+](=O)[O-]	/	-1%	/	/	-63*	/	-6%
CCN(CC(=O)Nc1ccccc1C(F)(F)F)C(=O)c1ccc(-n2nc(C)c(CCC(=O)OC)c2C)cc1	/	-2%	/	/	-9	/	18%
CCN(CC)C(=O)CN1C(=O)/C(=C/c2ccccc2)SC1=S	1%	-13%	5%	-2%	-63*	-11%	-4%
COc1cc2c(cc1OC)/C(=C/C(=O)c1ccccc1)NCC2	2%	0%	-1%	12%	-7	8%	-2%
COC(=O)c1cc(NS(=O)(=O)c2ccc(N3CCOCC3)c(NC(C)=O)c2)cc(C(=O)OC)c1	1%	6%	?	-24%	-29	-6%	22%
Cc1cc(C)cc(-n2c3ccc(NC(=S)NC4CCCCC4)cc3c(=O)n2C)c1	/	8%	/	/	-24	/	45%[activator]
COc1ccc(-c2nnn(CC(=O)NCCc3ccc(OC)c(OC)c3)n2)cc1	10%	-6%	7%	7%	9	1%	0%
CC1CN(C(=O)CN2C(=O)c3ccccc3C2=O)CC(C)O1 (stereo not drawn)	1%	0%	?	?	-20	-12%	5%
CN(C)NC1=CC(=[N+]2CCCC2)CC(C)(C)C1	-7%	-5%	1%	-3%	35	-9%	11%
COc1cc(S(=O)(=O)NCc2ccncc2)c(OC)cc1C	-1%	-9%	3%	4%	-31	-2%	12%
O=C(O)c1cccc(N2CCCC2=O)c1	5%	-1%	3%	2%	10	17%	-7%
CCN1C(=O)c2ccccc2Sc2ccc(NC(=O)Nc3ccc(Br)c(C)c3)cc21	/	-5%	-5%	-30%	-102*	/	/
Cc1cc(=O)[nH]c(SCC(=O)Nc2ccc(S(=O)(=O)N3CCOCC3)cc2)n1	1%	0%	-5%	6%	-2	-12%	-1%
Cc1cc(N2CCCCC2)nc2ccc(NC(=O)/C=C/c3ccc(OC(C)C)cc3)cc12	/	0%	-3%	11%	-38	/	/
CCc1ccc(C(=O)CN2C(=O)NC3(CCc4ccccc43)C2=O)cc1 (stereo not drawn)	/	0%	?	0%	-8	-23%	2%
C=CCn1c(SCC(=O)Nc2nnc(C)s2)nnc1C1CC1	-8%	2%	2%	0%	33	8%	-23%
COc1ccc(Cl)cc1C=CC=Nc1ccccc1O	/	-4%	/	/	-38	/	13%
Cc1ccc(NC(=O)COC(=O)c2csc3c2CCC(C)C3)cc1S(=O)(=O)N1CCCCC1 (stereo not drawn)	-1%	5%	-3%	-3%	14	-44%	6%
COc1ccccc1C(=O)Nc1ccc(S(=O)(=O)N(C)c2ccccc2)cc1	/	-1%	/	/	-28	/	-8%
CC(C)C(=O)N1CCN(CCN=CC2=C(O)CC(c3ccco3)CC2=O)CC1 (stereo not drawn)	-4%	-7%&4%	?	?	-16&23	24%	29%&13%
CN(Cc1nc(-c2cnccn2)no1)Cc1cccc2ccccc12	-3%	2%	-3%	-2%[57.1 µM]	-26	12%	-2%
CC(=O)Nc1ccc(S(=O)(=O)N(c2cccnc2)S(=O)(=O)c2ccc(NC(C)=O)cc2)cc1	-1%	11%	4%	3%	-24	-21%	11%
CCN1C(=O)c2cccc3c(S(=O)(=O)NCc4ccccn4)ccc1c23	1%	1%	-13%	2%	199	-8%	4%
COc1ccc(C)cc1NC(=O)Cn1c(=O)c(C(F)(F)F)nc2ccccc21	/	0%	3%	8%	11	/	/
Cc1ccc2nsnc2c1NC(=S)NC(=O)c1ccco1	0%	-4%	0%	45µM*	3	-12%	22%
COC(=O)C(Cc1ccccc1)P(=O)(c1ccccc1)c1ccccc1 (stereo not drawn)	-9%	-2%	-10%	-22%	33	0%	11%
COc1cc(CCC(=O)OCC(=O)c2ccc[nH]2)cc(OC)c1OC	/	3%	-7%	-18%	-5	-8%	9%
CC(C1CC2CCC1C2)n1c(-c2ccco2)n[nH]c1=S (stereo not drawn)	13µM*	?	-18%	-6%	-12	-29%	54%[activator]
Cn1cnnc1SCC(=O)Nc1sc2c(c1C#N)CCCCC2	-5%	-2%	-1%	2%	-29	2%	1%
CCOc1ccc(NC(=O)c2cccc(OC(=S)N3CCC(C)CC3)c2)cc1	0%	3%	-9%	-4%	55	-43%	4%
CCOC(=O)c1c(C)[nH]c(C(=O)CSc2ccccc2)c1C	1%	-12%	?	-11%	35	-22%	-3%
CCc1cccc2c(-c3ccccc3)nc(SCC(=O)Nc3ccccc3OC)nc12	/	-5%	18%	6%	33	/	/
Cc1ccc(-n2c(C)c(C)c3c(NCCO)ncnc32)cc1	0%	0%	-1%	-7%	-35	30%	18%
CCCN=C(Nc1ccc(Cl)cc1)c1cccnc1	-6%	-4%	3%	21%	?	-4%	-5%
Cc1cc(=O)[nH]c(SCC(=O)C23CC4CC(CC(C4)C2)C3)c1C#N	1%	-15%	?	16µM*	13	-29%	10%
O=C(NCc1cccnc1)c1cnc2n(c1=O)CCS2	3%	-9%	-20%	-5%	32	-11%	0%
CCNC(=S)N1CCC(c2nc3cc(C)c(C)cc3[nH]2)CC1	-5%	-12%	-8%	-1%	-7	-25%	1%
Cc1cc(SC2CCOC2=O)nc2ccccc12 (stereo not drawn)	2%	-9%	2%	-8%	20	-12%	48%[activator]
Cc1ccc2[nH]c(CSc3nnc(NC(=O)COc4ccccc4)s3)cc(=O)c2c1	/	-6%	18%	4%	-19	/	/

4 compounds drawn at random from the list so far:
SMILES	LmPK inhibitor	TbPYK inhibitor	AmpC inh detg	Sm TGR block	HCMV antiviral	AmpC inh no detg	AMA1 RON2 block
Cn1cnnc1SCC(=O)Nc1sc2c(c1C#N)CCCCC2	-5%	-2%	-1%	2%	-29	2%	1%
Cc1cc(SC2CCOC2=O)nc2ccccc12 (stereo not drawn)	2%	-9%	2%	-8%	20	-12%	48%[activator]
O=C(NCc1cccnc1)c1cnc2n(c1=O)CCS2	3%	-9%	-20%	-5%	32	-11%	0%
CC(=O)Nc1ccc(S(=O)(=O)N(c2cccnc2)S(=O)(=O)c2ccc(NC(C)=O)cc2)cc1	-1%	11%	4%	3%	-24	-21%	11%

(more compounds)
SMILES	LmPK inhibitor	TbPYK inhibitor	AmpC inh detg	Sm TGR block	HCMV antiviral	AmpC inh no detg	AMA1 RON2 block
O=C1c2ccccc2C(=O)N1c1ncccn1	-6%	-6%	7%	3%	51	-18%	0%
COc1ccc(-c2cc(C(F)F)n3ncc(C(=O)N4CCCc5ccccc54)c3n2)cc1	4%	-8%	-1%	/	0	2%	-18%
CCc1ccc(NS(=O)(=O)c2cccs2)cc1	4%	-16%	-13%	-21%	12	-18%	9%
CC(=O)N1CCc2cc(S(=O)(=O)NC(CC(C)C)C(=O)NCCc3ccc(C)cc3)ccc21 (stereo not drawn)	/	8%	1%	-1%	7	/	/
Cc1cc(C)c(C)c(S(=O)(=O)N2CCC(C(=O)N(C)Cc3nc4ccccc4c(=O)[nH]3)CC2)c1C	/	6%	/	/	-34	/	55%[activator][11.6 µM]
CC(=O)N[C@H](Cc1c[nH]c2ccccc12)C(=O)O	/	2%	/	/	37	/	6%
CC(=O)Nc1cc2c(cc1[N+](=O)[O-])-c1ccccc1C2=NO	/	-4%	/	/	11	/	13%
COc1ccccc1NC(=O)Cn1c(CCC(=O)O)ccc1-c1ccc(C)cc1	-1%	-3%	1%	-24%	15	-20%	-15%
O=C(c1cc(C2CCCCN2S(=O)(=O)Cc2ccccc2)on1)N1CCOCC1 (stereo not drawn)	/	4%	/	/	25	/	-11%
O=C(CC(c1ccccc1)c1ccccc1)NCC(O)c1ccc([N+](=O)[O-])cc1 (stereo not drawn)	-4%	7%	?	-23%	19	-6%	0%
Cc1ccc(/C=C(\C#N)C(=O)NCc2ccco2)o1	-1%	-3%	-1%	-2%	5	-2%	-1%
Cc1ccc(-n2c(=O)c(C#N)cc3c(=O)n4ccccc4nc32)cc1	1%	-1%	-9%	5%	-19	-15%	11%
Oc1ccc(-c2onc(C(F)(F)F)c2-c2cscn2)c(O)c1	-1%	1%	3%	4%	?	-51%	-2%
COc1ccc(S(=O)(=O)N2CCOC2CNC(=O)C(=O)NCc2ccc3c(c2)OCO3)cc1C (stereo not drawn)	/	-8%	/	/	3	/	-4%
CN(CCC(=O)Nc1cc(S(=O)(=O)N(C)C)ccc1Cl)CC(=O)Nc1ccc(F)cc1	-5%	-6%	4%	22%	1	72%[activator]	6%
Nc1ccccc1Nc1cccc(C(F)(F)F)c1	-23%	-5%	-3%	-21%	?	-38%	-15%
COc1ccc(NC(=O)Cc2nnc(SCC(=O)Nc3ccc(F)cc3)n2C)cc1	-6%	13%	9%	-9%	-27	1%	-15%
Cc1cc(C)n2nc(SCC(=O)N(Cc3ccccc3)C3CCS(=O)(=O)C3)nc2n1 (stereo not drawn)	-1%	8%	-2%	11%	-4	-3%	1%
CC1CN(c2ccc(C(F)(F)F)cc2[N+](=O)[O-])CCN1S(C)(=O)=O (stereo not drawn)	2%	0%	?	-9%	-23	6%	1%
COc1ccc(C2C(C#N)=C(N)OC3=C2C(=O)CCC3)cc1Cn1cc([N+](=O)[O-])cn1 (stereo not drawn)	4%	0%	-14%	1%	-7	-26%	-5%
COc1ccc(C2C3C(C)=NN=C3CC(C)(O)C2C(C)=O)cc1 (stereo not drawn)	5%	-3%	1%	7%	7	-5%	9%
O=C(Nc1ccc(Cl)cc1C(=O)N1CCCC1)c1cccc([N+](=O)[O-])c1	0%	-1%	-1%	-1%	-23	0%[2.29 µM]	-12%
CCNC(=O)C1(C)CCCN1C(=O)c1ccc(N(C)C)cc1 (stereo not drawn)	/	-6%	/	/	-9	/	0%
